Screening results (PubChem BioAssay)
Runt-CBFb FRET = Runt domain-CBFb interaction inhibition | inhibition, % at 20 µM | AID 1496 | 0.46% of 220,000 active | Cerulean-Runt/Venus-CBFb FRET ratio 530/480, 1 h;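 active = inhibition over about 50% at 20 µM in the single-dose screen, limit read from the data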;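 note: 0% = DMSO wells and 100% = excess unlabeled CBFb competitor control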
Target sequence (Q01196 whole entry, looked up, the tested form may be a part): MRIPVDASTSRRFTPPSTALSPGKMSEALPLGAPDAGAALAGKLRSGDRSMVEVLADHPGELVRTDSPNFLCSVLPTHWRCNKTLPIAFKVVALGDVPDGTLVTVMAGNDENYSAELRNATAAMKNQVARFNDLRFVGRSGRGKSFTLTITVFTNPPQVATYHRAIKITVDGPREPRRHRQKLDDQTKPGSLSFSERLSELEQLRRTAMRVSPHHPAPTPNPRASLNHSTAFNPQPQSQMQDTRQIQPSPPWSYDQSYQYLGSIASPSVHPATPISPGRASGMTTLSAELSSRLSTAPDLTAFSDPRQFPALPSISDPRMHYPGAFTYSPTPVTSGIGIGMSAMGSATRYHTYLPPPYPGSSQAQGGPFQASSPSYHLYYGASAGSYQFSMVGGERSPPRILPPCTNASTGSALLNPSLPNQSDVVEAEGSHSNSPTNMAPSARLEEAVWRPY
Target sequence (Q13951 whole entry, looked up, the tested form may be a part): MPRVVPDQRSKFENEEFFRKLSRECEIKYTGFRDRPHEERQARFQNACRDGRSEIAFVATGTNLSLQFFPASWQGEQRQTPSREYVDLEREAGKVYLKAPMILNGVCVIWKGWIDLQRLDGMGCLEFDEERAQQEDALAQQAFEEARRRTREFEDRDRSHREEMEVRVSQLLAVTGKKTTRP
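Measured by: fluorescence energy transfer, 422 nm excitation, 530/480 nm emission; Assay system: Cerulean-Runt domain; Medium: Tris pH 7.5 buffer with BSA; Measure: loss of energy transfer signal; Controls: 5 µM unlabeled CBFb as full-inhibition high control; Incubation: protein complex preformed 1 h, compound exposure 1 h, room temperature, dark.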
MDM2 E3 inh = inhibitors of human Mdm2 E3 ubiquitin ligase; cell-based MDM2 ubiquitination luciferase reporter, 2 h; 0 = plate control, 100 = twice control, blank-subtracted; signal enhancement, % at 5 µM; 0.11% of 210,000 active;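 active = signal enhancement of 30% or more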;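 note: luminescence tracks abundance of the self-degrading MDM2-luciferase fusion protein; higher signal means inhibition of MDM2 E3 ligase activity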
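system = mammalian cells stably expressing self-ubiquitinating, self-degrading MDM2 E3–luciferase fusion | quantity = 2000 cells per well seeded | incubation = 4 h cell settling then 2 h compound exposure, 37 °C | signal = SteadyLite luminescence, 15 min reagent step | benchmarks = plate control and blank wells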
TbHK1 inh = blocks Trypanosoma brucei hexokinase 1 activity | inhibition, % at 10 µM | 0.11% of 220,000 active | recombinant TbHK1, G6PDH-coupled NADH A340;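 active = inhibition of 50% or more in the single-dose primary screen; inactive = inhibition below 50%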
Runt-SMMHC FRET = inhibitors of human RUNX1 Runt domain binding to CBFb-SMMHC. Cerulean-Runt/Venus-CBFb-SMMHC FRET ratio 530/480, 1 h. 0.74% of 220,000 active. Q01196+Q13951. inhibition, % at 20 µM;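 active = mean inhibition across duplicate retests at 20 µM reaching about 50%, limit read from the data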;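 note: 0% = DMSO wells and 100% = wells with excess untagged CBFb-SMMHC; inhibitors lower the FRET ratio by blocking Runt binding to CBFb-SMMHC; some results filed as inactive read as strong as hits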
EBV gp42 block = inhibitors of Epstein-Barr virus glycoprotein 42 | Fluorescence polarization binding assay, mP read-out | inhibition, % (tested at 21.74 µM) | 0.42% of 220,000 active | AID 1085; in the data active = inhibition above about 50%
14-3-3 Bad inh = disrupts binding of bovine 14-3-3 zeta to phospho-Bad peptide; inhibition, % at 21.7 µM; 0.71% of 220,000 active; TR-FRET 14-3-3zeta/Dy647-pBad peptide displacement, 1 h; P63103; AID 781;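 active = inhibition above about 70%, limit read from the data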;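 note: 0% = full 14-3-3 plus peptide FRET controls and 100% = background without 14-3-3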
Target sequence (P63103 whole entry, looked up): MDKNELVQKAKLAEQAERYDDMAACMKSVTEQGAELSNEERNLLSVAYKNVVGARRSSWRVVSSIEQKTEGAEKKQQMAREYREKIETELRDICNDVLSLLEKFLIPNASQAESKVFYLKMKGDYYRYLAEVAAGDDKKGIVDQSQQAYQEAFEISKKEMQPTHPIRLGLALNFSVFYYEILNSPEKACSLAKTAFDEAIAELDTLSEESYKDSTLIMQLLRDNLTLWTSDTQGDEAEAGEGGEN
NCF1 inh = p47phox (human) inhibition. p47phox/p22phox peptide binding, fluorescence polarization, 2 h. inhibition, % at 24.7 µM. 0.53% of 220,000 active;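 active = inhibition above about 30%, limit read from the data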;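 note: 0% = p47phox with labelled peptide and 100% = labelled peptide alone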
Hck-Nef inh = human Hck-Nef kinase inhibition | P08631 | Recombinant Hck-YEEI plus Nef, Z-Lyte FRET kinase assay | inhibition, % at 20 µM | 0.68% of 220,000 active;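 active = Hck-Nef kinase inhibition above about 50%, limit read from the data; inactive = inhibition below that limit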;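 note: 0% = DMSO with Hck plus Nef and 100% = Hck alone without Nef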
zVAD death inh = L929 zVAD cell death inhibition; L929 zVAD necroptosis rescue, ATP luminescence, 24 h; with zVAD 60 µM; viability rescue, % at 10 µM; 0.38% of 220,000 active; AID 1377;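 active = activation, scaled between plate controls, above about 75%, limit read from the data; inactive = activation under that limit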;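 note: 0% = zVAD with DMSO and 100% = DMSO alone without zVAD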
* marks the source's active call; other numbers are inactive results; x = not tested or not shown; [ ] = another dose, or the depositor's remark.

SMILES	Runt-CBFb FRET	MDM2 E3 inh	TbHK1 inh	Runt-SMMHC FRET	EBV gp42 block	14-3-3 Bad inh	NCF1 inh	Hck-Nef inh	zVAD death inh
Cc1c([N+](=O)[O-])c([N+](=O)[O-])nn1CC(=O)N1CCOCC1	-2	-5	-8	2	-6	3	-4	3	0.4
Cc1ccccc1S(=O)(=O)c1c(C)cc(C)n(C)c1=O	1	-5	-11	3	-15	-5	-3	17	-0.4
Cn1cnc2c(NCc3ccco3)ncnc21	-2	6	-5	-4	-4	-6	-5	24	1.5
COc1ccc(CCNC(=O)c2cc3c(=O)n(C)c4ccccc4c3n2C)cc1OC	-1	-4	-6	-3	2	1	11	-16	1.9
C=CCn1c(Cc2cccs2)nnc1SCC(=O)Nc1cccc(OC)c1	-3	-18	0	1	-11	-3	-4	0	1.5
COc1ccc(CCn2c(=O)c3cccnc3n(Cc3cccc([N+](=O)[O-])c3)c2=O)cc1OC	2	-5	-4	1	7	-5	-3	26	-0.2
CC1CCN(CCCCOc2ccccc2-c2ccccc2)CC1	-3	-6	23	4	-7	-7[fluorescence artefact?]	1	3	0.1
CS(=O)(=O)N1CCN(C(=O)NC2CCCCC2)CC1	-1	7	-3	-2	7	-4	-1	18	0.7
CCOCCCNc1nc2c(c(=O)[nH]c(=O)n2C)n1CCCc1ccccc1	0	-10	-6	4	-15	4	-6	3	-1.0
CC(c1nnc(SCC(=O)NC(=O)NCc2ccco2)n1-c1ccc(Cl)cc1)N(C)C (configuration not stated)	2	-3	3	-2	-20	2	-4	8	5.9

A portion from further up, for reference:
SMILES	Runt-CBFb FRET	MDM2 E3 inh	TbHK1 inh	Runt-SMMHC FRET	EBV gp42 block	14-3-3 Bad inh	NCF1 inh	Hck-Nef inh	zVAD death inh
Cc1ccccc1S(=O)(=O)c1c(C)cc(C)n(C)c1=O	1	-5	-11	3	-15	-5	-3	17	-0.4
Cn1cnc2c(NCc3ccco3)ncnc21	-2	6	-5	-4	-4	-6	-5	24	1.5
COc1ccc(CCNC(=O)c2cc3c(=O)n(C)c4ccccc4c3n2C)cc1OC	-1	-4	-6	-3	2	1	11	-16	1.9
C=CCn1c(Cc2cccs2)nnc1SCC(=O)Nc1cccc(OC)c1	-3	-18	0	1	-11	-3	-4	0	1.5

Later entries:
SMILES	Runt-CBFb FRET	MDM2 E3 inh	TbHK1 inh	Runt-SMMHC FRET	EBV gp42 block	14-3-3 Bad inh	NCF1 inh	Hck-Nef inh	zVAD death inh
O=C(CCl)NC1CCCc2ccccc21 (configuration not stated)	5	-1	1	4	2	-13	1	16	68
N#CC1=C(N)Oc2nc[nH]c(=O)c2C1c1cccs1 (configuration not stated)	3	-50	-22	1	-10	-1	2	22	-0.6
CC1=C(C(=O)OCc2ccccc2)C(/C=C/c2ccccc2)N2C(=O)CCSC2=N1 (configuration not stated)	-2	-6	14	1	-1	-10	-11	-3	1.0
O=C1C(=O)N(Cc2cccnc2)C(c2ccccn2)/C1=C(/O)c1ccc(Br)cc1 (configuration not stated)	3	7	-37	-6	-14	-4	20	2	1.7
NS(=O)(=O)c1ccc(NC(=O)c2ccc(-c3ccccc3)cc2)cc1	-8	3	16	-8	62*	26	-51	42	1.7
CCC(=O)Nc1cccc(C2=NOC3(C2)C[C@H](C(N)=O)N(C(=O)CC#N)C3)c1 (some centres not stated)	4	-10	-7	4	-12	-6	-2	20	0.4
O=S(=O)(c1ccccc1)N1CCN=C1SCc1cccnc1	2	18	1	-3	-26	-6	-4	26	1.4
Cc1ccc2oc(=O)c(/C=C(\O)c3sc(C)nc3C)nc2c1	2	-10	-23	-4	-29	2	-23	3	0.6
CN1C(=O)N(C)c2ccc(C=O)c3cccc1c23	59*	-5	-3	92*	49	7	-11	-5	31
COc1ccc2c(c1)c(C(=O)N/N=C/c1cn(C)c3ccccc13)c(C)n2C	2	-42	-75	-1	6	5	-11	23	1.2

Shown with two lines to a compound: part of the list above.
The line under a structure holds: Runt-CBFb FRET	MDM2 E3 inh	TbHK1 inh	Runt-SMMHC FRET	EBV gp42 block	14-3-3 Bad inh	NCF1 inh	Hck-Nef inh	zVAD death inh
- N#CC1=C(N)Oc2nc[nH]c(=O)c2C1c1cccs1 (configuration not stated)
→ 3	-50	-22	1	-10	-1	2	22	-0.6
- NS(=O)(=O)c1ccc(NC(=O)c2ccc(-c3ccccc3)cc2)cc1
→ -8	3	16	-8	62*	26	-51	42	1.7

The list goes on:
SMILES	Runt-CBFb FRET	MDM2 E3 inh	TbHK1 inh	Runt-SMMHC FRET	EBV gp42 block	14-3-3 Bad inh	NCF1 inh	Hck-Nef inh	zVAD death inh
COc1cc2c(cc1OC)CN(C(=O)c1ccc(OC)c(S(=O)(=O)N3CCOCC3)c1)CC2	0	0	-5	0	-9	11[fluorescence artefact?]	-6	0	1.1
CCOC(=O)Nc1ccc(OCc2nnc3c4ccccc4c(C)nn23)cc1	1	0	-1	2	15	9	14	7	2.6
Cc1ccc(-c2[nH]nc3c2C(C)C(C#N)=C(N)O3)cc1 (configuration not stated)	-3	-23	-2	4	3	11	-11	0	0.1
COc1ccc(NS(=O)(=O)c2cccc3cccnc23)cc1	-2	4	2	-2	-4	1	-6	7	-0.2
Cc1cccc2cc(C#N)c(SCC(=O)N3CC(=O)Nc4ccccc43)nc12	-1	-8	-1	-8	-37	-20[fluorescence artefact?]	-35	3	-0.1
CCOC(=O)C1(CCc2ccccc2)CCN(Cc2ccc(O)cc2)CC1	-3	-12	9	2	2	23	0	22	-2.3
CCn1c(=O)c2c(O)cc(=O)oc2c2ccccc21	-2	-17	-10	-1	-24	-1	1	1	-0.1
c1ccc(CCc2nc(-c3ccncc3)no2)cc1	2	-2	3	0	-10	0[fluorescence artefact?]	-11	9	-0.4
CCCC(=O)NC(=S)Nc1cccc(Cl)c1N1CCCC1	1	-12	3	4	14	-10	-3	23	-0.4
CC12CC(NC(=O)N1c1ccc(C(=O)N3CCN(c4ccc(F)cc4)CC3)cc1)c1ccccc1O2 (configuration not stated)	-1	6	1	4	4	4	5	1	0.1
CN1C(=O)NC(c2ccccc2)(C(F)(F)F)S/C1=C(/C#N)c1nnc(N2CCOCC2)n1-c1ccccc1 (configuration not stated)	2	1	-10	0	-16	-6	-15	-7	0.1
Cc1nc2nc3c(cn2n1)C(=O)CC(C)(C)C3	-1	-4	7	4	-13	-3[fluorescence artefact?]	-2	2	0.0
CC(C)C(NS(=O)(=O)c1cccc2nsnc12)C(=O)Nc1nccs1 (configuration not stated)	1	-4	-13	-3	-20	3	3	16	0.2
COc1ccc(-c2nnc(N)s2)cc1	-2	-10	24	0	-10	-3	-1	3	0.7
C=C(C)Cn1c(CCNC(=O)CCC)nc2ccccc21	1	6	-7	1	-11	-9	0	-12	0.5
Cn1nnnc1SCC(=O)N1CCN(c2cccc(Cl)c2)CC1	1	12	-6	2	10	3	0	0	-0.2
COc1ccc(C2=Nc3ccc(C)cc3C(c3ccccc3)N2CC(=O)NN)cc1 (configuration not stated)	1	-2	-5	-5	-2	-4	-15	20	0.6
COc1ccccc1OCc1ccc(C(=O)NN)o1	0	-10	0	-1	-10	1	0	-5	0.4
Cc1ccc2c(c1)CCCN2C(=O)c1ccc2c(c1)OCO2	-1	-4	-3	3	-6	12	5	3	0.8
CC(C)(C)OC(=O)C(Cc1ccc(OC(C)(C)C)cc1)NC(=O)CNC(=O)CNC(=O)OCc1ccccc1 (configuration not stated)	-8	-56	-11	-8	-9	-2	-10	1	0.2
COc1ccc(/C=N/N=C2\SC(CC(=O)O)C(=O)N2c2ccccc2)cc1 (configuration not stated)	0	1	-4	-6	-25	3[fluorescence artefact?]	-9	6	0.2
CC[C@@H](C)C(NC(=O)OC(C)(C)C)c1cn([C@@H](CCCCNC(=O)OC(C)(C)C)C(=O)N2CCN(C(=O)OC(C)(C)C)CC2)nn1 (some centres not stated)	-9	x	1	-10	-8	23	0	-4	0.8
COc1ccc(CNC(=O)C2CCN(S(=O)(=O)N3CCC4(CC3)OCCO4)CC2)c(OC)c1	-1	-8	1	2	-3	-4	-5	5	x
Cc1[nH]n(-c2ccccc2)c(=O)c1-c1ccccc1	-3	-21	-2	2	-1	-11	-8	-7	1.7
CCOC(=O)c1c(NC(=O)CCl)sc(C(=O)N(CC)CC)c1C	1	x	-9	3	-13	-7	-15	-2	-0.2
Cc1ccc(N(CCC(=O)NC(C)(C)C)S(=O)(=O)c2ccc(C)cc2)cc1	0	-16	7	3	-3	12	-1	17	1.1
O=C(c1ccccc1)N1CCN(Cc2ccccc2Br)CC1	-2	-12	3	0	-15	46	-14	-1	0.5
CC1(C(=O)O)CCC(C(=O)N2CCCCC2)C1(C)C (configuration not stated)	0	-4	-5	-4	-13	-18	-13	23	0.8
Cn1nnnc1Sc1ccc([N+](=O)[O-])cc1Cl	0	-13	-5	2	-9	-2	-7	25	1.5
CN1CCN(C(=O)/C=C/c2ccc3c(c2)OCO3)CC1	-2	-18	-105	3	1	1[fluorescence artefact?]	9	2	1.5
CC(NC(=O)Nc1nnc(C(F)(F)F)s1)N1C(=O)C2C3C=CC(C3)C2C1=O (configuration not stated)	-2	-14	-4	3	-10	79*	-8	0	-0.3
Clc1ccc(Nc2ncnc3c2nnn3Cc2ccccc2)cc1	-1	-5	-7	-2	-9	2	-6	7	1.0
COc1cc(/C=C/C(=O)OCC(=O)Nc2cccc(Oc3ccccc3)c2)ccc1O	7	-6	3	18	10	-2[fluorescence artefact?]	-13	2	2.0
COc1ccc(-c2noc(CN3CCN(c4ccccc4)CC3)n2)cc1	2	-27	-3	-2	8	-14	-3	-1	-1.1
O=C(Cc1ccccc1)Nc1cccc(C(=O)N/N=C/c2ccco2)c1	-2	2	-18	-3	-9	-5	-11	55*	x
CC1CCCCN1C(=O)CCn1c(=S)oc2ccccc21 (configuration not stated)	0	-8	-3	0	-5	2	10	0	-0.5
COCCNC(=S)NNc1cccc(C(=O)O)c1	4	5	5	-1	-21	15	-1	3	-0.5
Cc1c(C(=O)N2CCOCC2)[nH]c2c1C(=O)CC(c1ccccc1Cl)C2 (configuration not stated)	2	6	-3	-1	-14	2[fluorescence artefact?]	-9	1	-0.2
Fc1ccc(-c2nnc(CN3CCN(c4ncc(C(F)(F)F)cc4Cl)CC3)o2)cc1	-6	8	-3	-2	-10	-5[fluorescence artefact?]	-5	1	0.0
COC(=O)c1[nH]c2ccc(C)cc2c1NC(=O)CN1CCc2cc(OC)c(OC)cc2C1	0	10	-13	-124	-10	3	-4	3	0.2
CC(C)CNC(=O)COC(=O)c1cc(S(=O)(=O)N2CCCCC2)ccc1N1CCOCC1	-6	-4	-5	-8	1	0[fluorescence artefact?]	1	3	0.1
CC(=O)c1cccc(NC(=O)CC2Oc3ccc(C)cc3NC2=O)c1 (configuration not stated)	0	-10	-3	-2	-15	0	-7	3	1.7
COc1ccc(C(=O)Nc2ccc(Cl)cn2)cc1Cl	-1	-14	4	-2	-17	-8	-9	1	0.0
CC(=O)c1ccc(CCCCCCCCCC(=O)O)s1	-244	-6	39	-1	0	1	-7	-1	-0.1
Cc1nc2ccccc2n1CCc1nc2c3ccccc3nc(=S)n2[nH]1	4	-23	-16	1	-10	-7	-9	3	-0.2
CCNC(=O)n1cc(-n2cncn2)c(-c2ccc(Cl)cc2)n1	-2	-15	-2	-1	-2	-16	8	21	1.0
O=C(Nc1c2c(nn1-c1ccccc1)CS(=O)C2)c1ccc(S(=O)(=O)N2CCOCC2)cc1 (configuration not stated)	1	-1	6	-5	-13	-2	0	18	-0.9
